# beta cell repl – induces beta-cell replication in MIN6 cells; MIN6 cells proliferation, ATPlite luminescence, 48 h; cells starved in 0.2% serum; 100% = growth in 10% serum; 330,000 tested, 0.29% active; proliferation, % at 10 µM;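 active = compounds whose signal lies at least 3.5 SD above the mean of all wells on their plate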;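 also: 0% = DMSO-treated cells in low-serum medium and 100% = 10% serum control; some compounds called inactive have numbers as strong as hits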
# hIAP activ – human IAP activation; activation factor at 10 µM; 330,000 tested, 0.16% active; purified human IAP, CDP-Star luminescence, 30 min; stronger effect = higher value; 1 = vehicle-only enzyme, 0 = enzyme-free background; P09923;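 active = activation factor of the enzyme at least 2-fold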; also: the source names both 10 and 20 µM as test concentration; values of inactives mirror those of a sister screen read the other way
# mIAP inh – mouse IAP inhibition | 330,000 tested, 0.2% active | AID 2806 | purified mouse IAP, CDP-Star luminescence, 30 min | inhibition, % at 10 µM;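 active = inhibition of at least 40% at 10 µM in the primary screen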;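 also: plate controls were DMSO with enzyme for no effect and no enzyme wells for full effect; values of inactives mirror those of a sister screen read the other way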
# A3A deaminase – inhibitors of human APOBEC3A DNA deaminase; P31941; recombinant A3A, FAM/TAMRA ssDNA deamination fluorescence; inhibition, % at 20 µM; 330,000 tested, 0.41% active; AID 493011;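 active = at least 40% inhibition at 20 µM here, with at most 30% in a related deaminase screen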;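 also: plate controls were A3A with DMSO for no effect and wells lacking A3A enzyme for full effect; some results filed as inactive read as strong as hits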
# Target sequence (P31941 whole entry, looked up): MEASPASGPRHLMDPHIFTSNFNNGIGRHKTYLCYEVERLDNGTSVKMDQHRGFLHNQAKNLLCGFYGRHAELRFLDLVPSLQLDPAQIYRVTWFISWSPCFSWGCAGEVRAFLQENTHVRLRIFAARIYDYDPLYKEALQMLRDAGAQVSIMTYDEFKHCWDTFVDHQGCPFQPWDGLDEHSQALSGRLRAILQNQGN
# NALP3 yeast inh – blocks the NALP3 inflammasome reconstituted in yeast | inhibition, % at 10 µM | AID 2825 | Yeast reconstituted NLRP3/ASC/caspase-1, beta-gal luminescence, 24 h | 330,000 tested, 0.39% active;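 active = inhibition of 50% or more; inactive = inhibition below 50%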;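 also: plate controls were induced DMSO wells for no effect and uninduced yeast grown without galactose for full effect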
# SENP1 inh – SENP1 (human) catalytic domain inhibition. inhibition, % at 10 µM. 360,000 tested, 0.21% active. recombinant SENP1 catalytic domain, CyPet-SUMO1-YPet FRET cleavage. AID 624204;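 active = inhibition at least 30% at 10 µM, raw YFP signal under a set limit, fluorescence ratio 0.5 to 1.5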;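 also: 0% = enzyme with DMSO and 100% = no enzyme wells; some results filed as inactive read as strong as hits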
# Target sequence (Q9P0U3 419-644 limits assumed): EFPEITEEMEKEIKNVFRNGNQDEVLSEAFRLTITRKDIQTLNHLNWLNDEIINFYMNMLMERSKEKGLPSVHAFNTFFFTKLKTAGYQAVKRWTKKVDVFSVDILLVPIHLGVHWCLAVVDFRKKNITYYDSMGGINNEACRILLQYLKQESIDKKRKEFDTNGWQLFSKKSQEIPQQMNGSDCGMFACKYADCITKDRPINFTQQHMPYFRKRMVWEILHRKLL
#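 System: Recombinant human SENP1 catalytic domain, His6-tagged | Incubation: Enzyme reaction for 50 min at room temperature, dark | Medium: Tris pH 8 with BME, BSA, NP40 and catalase | Also added: 25 nM SUMO1 FRET substrate | Compound: 10 µM single point, 0.5% DMSO | Measured by: FRET fluorescence in CFP and YFP emission channels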
# A3G deaminase – blocks human APOBEC3G single-stranded DNA deamination | Q9HC16 | recombinant A3G, ssDNA deamination FAM/TAMRA fluorescence | inhibition, % at 20 µM | 330,000 tested, 0.28% active;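 active = inhibition of at least 40% at 20 µM, with no more than 30% in the related APOBEC3A deaminase screen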;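 also: plate controls were DMSO wells with A3G for no effect and wells lacking A3G enzyme for full effect; some compounds called inactive have numbers as strong as hits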
# Target sequence (Q9HC16 whole entry, looked up): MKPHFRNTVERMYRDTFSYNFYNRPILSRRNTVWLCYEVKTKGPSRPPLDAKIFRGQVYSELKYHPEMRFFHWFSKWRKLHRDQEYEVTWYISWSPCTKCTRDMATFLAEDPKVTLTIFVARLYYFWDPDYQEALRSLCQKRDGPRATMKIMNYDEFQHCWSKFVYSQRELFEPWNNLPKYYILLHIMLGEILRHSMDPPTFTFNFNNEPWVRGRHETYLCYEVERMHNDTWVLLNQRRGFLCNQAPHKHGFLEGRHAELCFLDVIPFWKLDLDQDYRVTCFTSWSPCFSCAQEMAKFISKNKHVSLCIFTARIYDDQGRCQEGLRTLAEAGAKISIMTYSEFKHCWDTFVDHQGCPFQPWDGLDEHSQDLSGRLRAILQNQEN
# mIAP activ – increases mouse intestinal alkaline phosphatase activity. muIAP, CDP-Star luminescence, 30 min; stronger effect = higher value; 1 = vehicle-only enzyme signal, 0 = enzyme-free wells. activation factor at 10 µM. 330,000 tested, 0.24% active. AID 2805;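 active = activation factor of at least 2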; also: the source names both 10 and 20 µM as test concentration; values of inactives mirror those of a sister screen read the other way
#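 System: Mouse IAP enzyme | Also added: CDP-Star substrate | Dosing: Compounds dispensed in DMSO | Schedule: 30 min enzyme-substrate-compound incubation at room temperature | Technique: Chemiluminescence readout | Control set: DMSO-only wells and no-enzyme negative control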
# hIAP inh – human IAP inhibition; purified IAP, CDP-Star luminescence, 30 min; inhibition, % at 10 µM; 330,000 tested, 0.12% active; AID 2544;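 active = inhibition reaching a set limit with compound at 10 µM in the primary screen, cut at about 35% in these data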;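 also: plate controls were DMSO wells with enzyme for no effect and no-enzyme buffer wells for full effect; values of inactives mirror those of a sister screen read the other way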
# * marks the source's active call; other numbers are inactive results; . = no result given. This is a subset; count on the stated rates, not on these rows.
SMILES,beta cell repl,hIAP activ,mIAP inh,A3A deaminase,NALP3 yeast inh,SENP1 inh,A3G deaminase,mIAP activ,hIAP inh
CC1CC(C)CN(c2cc(N(C)CCO)c([N+](=O)[O-])c3nonc23)C1 (stereo not given),-4,0.88,18,2,22,7,0,0.82,12
Cc1ccc(N2C(=O)C3C4CC(=O)C(c5ccccc54)C3C2=O)cc1 (stereo not given),-2,1,-5,1,16,-2,-3,1.1,0
Cc1nc([N+](=O)[O-])cn1CCC#N,1,1,9,-3,-6,1,-8,0.91,-1
Cn1c(SCC(=O)NCc2ccccc2)nc2c([nH]c3ccccc32)c1=O,-2,1,-8,2,4,.,-2,1.1,0
OCCC1CN(Cc2cccn2-c2ncccn2)CCN1Cc1ccccc1 (stereo not given),-2,1.1,-21,-2,5,-13,-2,1.2,-5
CCC(C)NC(=O)CN(c1cc(Cl)ccc1OC)S(C)(=O)=O (stereo not given),0,0.89,5,1,-2,-3,-9,0.95,11
COc1cc2ccccc2nn1,-1,0.99,3,2,10,-38,-4,0.97,1
CCOC(=O)CNC(=O)CSc1nnc(Cn2c(=O)sc3ccccc32)n1-c1ccccc1C,-4,0.93,9,-6,-7,2,-8,0.91,7
COC(=O)c1ccc(C2C(C(=O)c3ccco3)=C(O)C(=O)N2c2cc(C)on2)cc1 (stereo not given),-1,1.3,4,-4,12,1,-4,0.96,-30
CCOC(=O)c1c(NC(=O)CSc2nc3cc(Cl)ccc3s2)sc(C(C)=O)c1C,-5,0.97,5,5,-7,.,-3,0.95,3
COc1ccc(NC(=S)N(C(C)C)C2CCN(C(C)C)CC2)cc1Cl,-2,1,-3,0,8,.,-6,1,-4
CCOC(=O)C1=C(C)N=C2SC(C)C(=O)N2C1c1ccc(C(=O)OC)cc1 (stereo not given),0,1,14,-1,11,1,-4,0.86,-4
CCc1nnc(NC(=O)C2CCCN(c3nc(C)cc(C)n3)C2)s1 (stereo not given),1,1.4,9,-4,18,1,-10,0.91,-38
CCCC(C)c1oc(=O)cc(O)c1C (stereo not given),.,.,-4,-1,.,-1,2,1,.
Cc1onc(-c2ccccc2Cl)c1C(=O)NCCN1CCOCC1,0,1.1,0,-1,5,0,-10,1,-14
Cc1nn(Cc2ccccc2Cl)c(C)c1C(=O)N(C)CC(=O)Nc1cccc(F)c1,-3,0.93,-7,-4,4,0,-5,1.1,8
COc1ccccc1N1Cc2ccc(OC)c(OC)c2C1=O,-5,0.99,-4,0,20,0,-1,1,1
COCC(C)NC(=O)Cc1ccc(Cl)cc1 (stereo not given),-2,1.2,-7,1,1,2,2,1.1,-19
Cc1scc(C(=O)NCc2ccco2)c1-c1ccccc1,1,0.95,9,6,-10,-14,-5,0.91,5
c1cnc(-c2noc(CN3CCN(C4CCCC4)CC3)n2)cn1,-2,1.1,-3,-6,12,2,-5,1,-5
CC1(O)c2ccccc2C(=O)N1Cc1ccccc1 (stereo not given),-1,0.9,14,-3,12,9,-8,0.86,10
O=C(CN(C(=O)CNS(=O)(=O)c1ccccc1)c1ccc(F)cc1)NCc1ccco1,-2,0.96,0,1,13,0,-3,1,4
CC1CCN(C(=O)CSc2ccc(-c3ccc4c(c3)OCCO4)nn2)CC1,-3,1.2,4,-8,-37,1,-10,0.96,-20
CC(=O)Nc1ccc(S(=O)(=O)Nc2cccc3cccnc23)cc1,0,1.7,-5,-3,10,1,-9,1,-72
COCCOC(=O)C1=C(C)NC(=S)NC1c1cccs1 (stereo not given),4,1,-4,-6,10,0,-11,1,-3
SMILES,beta cell repl,hIAP activ,mIAP inh,A3A deaminase,NALP3 yeast inh,SENP1 inh,A3G deaminase,mIAP activ,hIAP inh
COc1ccc(/C=C2/SC(c3ccc(C)cc3)=NC2=O)cc1OC,-3,1,20,-7,24,10,-5,0.8,-4
CCOc1cc(C2C3=C(CCCC3=O)OC3=C2C(=O)CCC3)cc([N+](=O)[O-])c1O,1,0.84,4,4,-44,3,-6,0.96,16
CC1CCN(S(=O)(=O)c2ccc(NC(=O)CSc3nnnn3C)cc2)CC1,-4,0.85,7,-4,-3,2,-6,0.93,15
O=C(O)C1CCCN1C(=O)Nc1ccc(Cl)cc1 (stereo not given),0,1.1,-6,0,10,0,-6,1.1,-5
CC(=O)N(CC(=O)Nc1nn(-c2ccccc2)nc1C(N)=O)Cc1ccccc1,0,1,-7,-6,4,2,-9,1.1,-4
Cc1nc2ccccc2c2oc(C(=O)N3CCN(c4ccc([N+](=O)[O-])cc4)CC3)cc12,1,0.92,2,12,7,11,36,0.98,8
CS(=O)(=O)N1CCN(c2ncccn2)CC1,-1,1.1,3,0,17,3,0,0.97,-8
CCN1CCN(CCNC(=O)c2ccc(/C=C3/Sc4ccccc4N(Cc4cccc(Cl)c4)C3=O)cc2)CC1,-7,0.91,4,6,20,-60,-1,0.96,9
COc1ccc2[nH]c(C)c(C(=O)CN(C)CC3OCCO3)c2c1,2,0.99,7,-3,-6,.,-9,0.93,1
Cc1cc(C)c2[nH]c(=O)c(CN(Cc3ccco3)C(=O)C3CCCO3)cc2c1 (stereo not given),1,0.95,6,-1,3,-3,-3,0.94,5
CCSc1sccc1C1C(C#N)=C(N)N(c2cccnc2)C2=C1C(=O)CC(C)(C)C2 (stereo not given),-1,1,3,-1,-9,-29,0,0.97,-3
Nc1nc(CSc2ccccn2)nc(Nc2ccccc2)n1,0,1,-5,-2,12,0,-5,1.1,0
CCOc1cc(NS(=O)(=O)c2ccc(OC)cc2)c(OCC)cc1NC(C)=O,-2,0.99,-4,-3,15,2,-4,1,1
COCCNC(=O)CN1C(=O)c2cccc3cccc1c23,1,1.1,-1,-3,12,-15,-1,1,-8
Cc1c(C)c(C)c(S(=O)(=O)NCCc2ccccn2)c(C)c1C,0,0.94,-12,4,9,1,2,1.1,6
CC(Cl)C(=O)Nc1cc(C(C)(C)C)nn1-c1ccccc1 (stereo not given),0,0.93,1,-2,10,-1,-11,0.99,7
COc1cccc(C(=O)NC2CCN(CC(=O)Nc3nccs3)CC2)c1,-1,1.1,-4,2,7,-1,-1,1,-15
Clc1ccc(CNc2ccc(CNc3ncn[nH]3)cc2)c(Cl)c1,-2,1.4,11,1,2,2,-1,0.89,-42
CC1CCCCC1NC(=O)CSc1ccc([N+](=O)[O-])cc1 (stereo not given),-8,0.75,12,-2,5,1,16,0.88,25
O=C(c1ccccc1)c1ccccc1N1C(=O)C=CC1=O,-4,0.99,9,1,36,4,10,0.91,1
CC(=O)c1ccc(S(=O)(=O)N2CCN(C(=O)c3ccc(COc4ccccc4)o3)CC2)cc1,-1,1,7,3,39,1,-13,0.93,-2
Cc1cc(C)cc(NC(=O)Cn2nnc(C(=O)NCCc3ccccc3)c2N)c1,1,1.2,-7,0,4,1,1,1.1,-19
CCOC(=O)NC(NC(=O)OCC)C(=O)c1ccc(F)cc1,-1,0.79,13,0,-2,0,-10,0.87,21
CCC(=O)Nc1cccc(C(=O)/C=C/c2cccs2)c1,-4,0.97,3,0,15,2,-5,0.97,3
COC(=O)c1ccccc1S(=O)(=O)N1Cc2cc([N+](=O)[O-])ccc2Oc2ccccc21,-2,1,2,-1,15,1,-3,0.98,-4
SMILES,beta cell repl,hIAP activ,mIAP inh,A3A deaminase,NALP3 yeast inh,SENP1 inh,A3G deaminase,mIAP activ,hIAP inh
Cc1ccc(OCCC(=O)NNC(=O)c2nn(C)c(=O)c3ccccc23)cc1,-3,1.5,6,2,15,1,0,0.94,-53
Cc1ccc(N(CCC(=O)Nc2nnc(C3CC3)s2)S(=O)(=O)c2ccccc2)cc1,2,1.1,-5,-3,3,.,-8,1,-8
CCOC(=O)Cc1c(C)nc2c(-c3ccc(Cl)cc3)c[nH]n2c1=O,-5,1.3,6,-6,1,1,-7,0.94,-27
COc1ccc(N(C(=O)Cn2nnc(-c3ccc(Cl)cc3)n2)C(C(=O)NCC2CCCO2)c2ccncc2)cc1 (stereo not given),2,0.93,8,-3,11,3,-5,0.92,7
COC(=O)[C@@]12CCCCN1[C@H](c1ccc(-c3cccc(Cl)c3)cc1)[C@@H]1C(=O)N(C)C(=O)[C@@H]12,-6,1,17,0,-2,1,4,0.83,-2
O=C(CC1C(=O)NCCN1CC1CCCCC1)NCc1ccc(Cl)cc1 (stereo not given),-3,1.1,5,0,8,-7,-7,0.95,-8
CC(C)CC(=O)N1CCN(S(=O)(=O)c2ccccc2)CC1,-2,0.93,21,-2,-3,0,-5,0.79,7
Cn1c(CCc2ccccc2)nnc1SCC(=O)N1CCCC1,0,1.1,0,-5,18,3,-12,1,-7
CSc1nc(N)c(C#N)c(-c2ccccc2Cl)c1C#N,-2,0.97,4,-1,15,-3,-6,0.96,3
COc1cc(SC)ccc1C(=O)OCC(=O)N1CCCC1,2,1.1,2,-2,-6,0,-4,0.98,-10
CN1CCN(C(=O)CN(C)S(=O)(=O)c2ccc(F)cc2)CC1,0,0.99,-8,11,4,0,-2,1.1,1
COc1ccc(-c2ncncc2-c2ccc(Cl)cc2)c(O)c1,4,1.2,-2,-8,0,1,-2,1,-19
Cc1ccc(NC(=O)Cc2nnc(SCC(=O)Nc3ccccc3)n2C)cc1,-1,1.1,-2,-2,-18,1,-9,1,-8
Cc1nnc(NC(=O)CCC(=O)N2CCC(C)CC2)s1,-3,1,-3,1,7,1,3,1,0
N#C/C(=C/c1ccc(OCc2ccc(C(=O)O)cc2)c(Br)c1)c1cccc(F)c1,-2,0.95,8,2,0,1,-4,0.93,5
Cc1occc1C(=O)NNC(=S)NCc1ccc(Cl)cc1,2,1.4,15,-2,35,1,-5,0.85,-42
COc1cccc(-c2cc(C(=O)N3CCN(C(=O)c4ccco4)CC3)on2)c1,2,0.94,3,-3,6,1,0,0.97,6
COc1ccc(/C=C2\Sc3ccc(C(=O)NCCN4CCCCCC4)cc3N(C)C2=O)cc1,-5,1.1,2,-4,16,-19,-5,0.98,-10
COc1ccc(NC(=O)Nc2ccc(N(C)C)cc2)cc1,-5,1.1,-1,-4,18,3,-3,1,-13
O=C1CN(C(=O)c2ccc(Br)o2)C(c2ccccc2)c2cc(F)ccc2N1 (stereo not given),-4,0.97,-5,-5,16,-3,-3,1,3
COc1ccc(Cl)cc1C(=O)NNC(=O)c1nc2nc(C)cc(C)n2n1,-2,1.7,3,-3,11,2,-4,0.97,-68
CCOc1ccccc1CN1CCCC(C(=O)c2ccc(OC)c(OC)c2)C1 (stereo not given),-3,0.96,-9,6,6,0,2,1.1,4
O=C(O)C1CCC(=O)N1C1CCCC1 (stereo not given),0,0.97,1,-3,10,0,-5,0.99,3

# Compound profiles (already shown). Screens in order: beta cell repl, hIAP activ, mIAP inh, A3A deaminase, NALP3 yeast inh, SENP1 inh, A3G deaminase, mIAP activ, hIAP inh
# Results for COc1cccc(-c2cc(C(=O)N3CCN(C(=O)c4ccco4)CC3)on2)c1 : 2, 0.94, 3, -3, 6, 1, 0, 0.97, 6
# Results for CCOC(=O)Cc1c(C)nc2c(-c3ccc(Cl)cc3)c[nH]n2c1=O : -5, 1.3, 6, -6, 1, 1, -7, 0.94, -27

# From PubChem BioAssay
